# OXTR agonist: activates the human oxytocin receptor; P30559; CHO-OTR cells, Fluo-8 calcium fluorescence; normalized: DMSO 0%, oxytocin 100%; activation, % at 3 µM; hit rate 0.32% among 320,000; AID 2435;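 active = activation above the mean of all tested compounds plus 3 SD, cutoff set per screening run, cut at about 20% in these data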;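 note: peak over basal fluorescence ratio from a 100 s FLIPR kinetic read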
# Target sequence (P30559 whole entry, looked up): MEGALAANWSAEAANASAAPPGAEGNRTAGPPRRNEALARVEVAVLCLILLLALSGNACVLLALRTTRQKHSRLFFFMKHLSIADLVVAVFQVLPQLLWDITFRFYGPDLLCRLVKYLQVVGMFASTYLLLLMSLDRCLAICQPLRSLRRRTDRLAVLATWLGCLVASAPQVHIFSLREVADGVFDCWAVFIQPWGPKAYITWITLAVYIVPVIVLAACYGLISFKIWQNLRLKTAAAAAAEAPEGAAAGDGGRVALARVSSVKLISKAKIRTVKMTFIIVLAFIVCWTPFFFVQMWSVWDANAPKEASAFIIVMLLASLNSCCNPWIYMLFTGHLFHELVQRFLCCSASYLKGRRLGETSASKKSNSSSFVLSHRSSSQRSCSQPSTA
# GPR7 antagonist: blocks human GPR7 receptor signaling. GPR7-expressing cells, fluorescence antagonist assay. inhibition, % at 4.4 µM. AID 1861. P48145. hit rate 1.1% among 290,000; in the data active = inhibition above about 16%, passing the limit was not always enough;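 note: cells stimulated with the agonist NPW; 0% = agonist with vehicle and 100% = vehicle without agonist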
# Target sequence (P48145 whole entry, looked up): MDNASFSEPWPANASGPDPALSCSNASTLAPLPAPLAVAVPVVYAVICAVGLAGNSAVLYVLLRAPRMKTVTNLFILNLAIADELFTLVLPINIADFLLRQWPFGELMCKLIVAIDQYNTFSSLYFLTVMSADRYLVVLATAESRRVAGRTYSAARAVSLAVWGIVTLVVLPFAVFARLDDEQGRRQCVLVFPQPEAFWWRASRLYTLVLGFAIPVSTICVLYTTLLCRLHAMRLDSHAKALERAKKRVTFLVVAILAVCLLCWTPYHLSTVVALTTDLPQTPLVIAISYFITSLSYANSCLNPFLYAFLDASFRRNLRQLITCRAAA
# M1 PAM parental: nonselective activator or artifact in parental CHO-K1 calcium assay. hit rate 0.02% among 360,000. activation, % at 3 µM. ATP EC20, Fluo-8 calcium fluorescence; 0% at ATP EC20, 100% at ATP max;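 active = activation above the run cutoff, the mean activation of all test compounds plus 3 SD, cut at about 40% in these data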;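 note: peak over basal fluorescence ratio in a 140 s read after ATP addition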
# OXTR potentiator: human OXTR potentiation; CHO-OTR cells, Fluo-8 calcium fluorescence, potentiator mode; 0% = oxytocin EC15, 100% = EC100; hit rate 0.061% among 320,000; P30559; activation, % at 3 µM; AID 2445;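 active = activation above that plate's cutoff, the mean activation of tested compounds plus 3 SD, cut at about 6.6% in these data, passing the limit was not always enough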;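 note: 100% uses oxytocin at 75 nM as the full agonist control; some results filed as inactive read as strong as hits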
#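 System: human OTR in CHO cells; Also added: sub-maximal oxytocin, roughly EC15; Timing: compound 6 min at room temperature before oxytocin, 100 s read; Technique: Fluo-8 intracellular calcium fluorescence, ex 470-495, em 515-575 nm; Controls: oxytocin EC15 low and EC100 high; Replication: singlicate.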
# V1aR counter: counter-screen for oxytocin receptor agonists: human V1a receptor agonists | P37288 | CHO-V1R cells, Fluo-8 calcium fluorescence, agonist mode; 0% DMSO, 100% 3 nM vasopressin | activation, % at 3 µM | hit rate 0.25% among 320,000 | AID 2797;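 active = activation above the mean activation of all tested compounds plus 3 SD, per screening run, cut at about 20% in these data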;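 note: signal is peak over basal fluorescence ratio across a 100 second FLIPR read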
# M1 ag parental: counter-screen for M1 agonists: effect in parental CHO-K1 cells; Fluo-8 calcium fluorescence; scaled to maximal ATP response, vehicle zero; activation, % at 3 µM; hit rate 0.48% among 360,000; AID 602248; in the data active = activation above about 15%;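 note: untransfected CHO-K1 host cells lacking M1 receptor as counterscreen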
# TAAR1 antag: antagonists of human TAAR1; Q96RJ0; CHO RD-HGA16 TAAR1, Fluo-8 calcium fluorescence, antagonist; inhibition, % at 3 µM; hit rate 1.5% among 360,000; AID 624466;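 active = inhibition above a per-plate cutoff, the mean inhibition of test compounds on that plate plus 3 SD, cut at about 49% in these data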;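 note: 0% = DMSO plus EC80 beta-PEA response and 100% = DMSO alone without agonist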
# Target sequence (Q96RJ0 whole entry, looked up): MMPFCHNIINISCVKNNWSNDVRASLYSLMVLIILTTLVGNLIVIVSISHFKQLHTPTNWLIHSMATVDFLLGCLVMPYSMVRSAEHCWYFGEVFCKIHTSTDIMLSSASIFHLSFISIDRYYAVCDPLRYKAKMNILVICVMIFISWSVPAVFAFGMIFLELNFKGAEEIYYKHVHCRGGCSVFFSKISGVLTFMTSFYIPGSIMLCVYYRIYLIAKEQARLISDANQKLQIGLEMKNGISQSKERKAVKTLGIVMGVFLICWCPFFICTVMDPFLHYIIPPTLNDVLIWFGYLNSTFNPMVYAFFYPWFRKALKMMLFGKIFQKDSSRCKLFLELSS
#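 Material: CHO RD-HGA16 cells bearing hTAAR1; compound dosing: one-point dosing, 3 µM nominal final; schedule: dye loading 75 min at 37 °C, then 30 min room temperature; measured by: calcium fluorescence with Fluo-8; control set: vehicle and agonist controls; replication: n of 1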
# CHO parental Ca: counter-screen for OX1R antagonists: effect in parental CHO cells; parental CHO-K1, ATP-induced calcium, Fluo-8 fluorescence; AID 463079; hit rate 0.63% among 330,000; inhibition, % at 5.6 µM;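 active = inhibition above that plate's mean sample inhibition plus 3 SD, cut at about 26% in these data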;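 note: 0% = ATP-challenged DMSO wells and 100% = DMSO wells without ATP; some compounds past the cut are filed as inactive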
#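 Material – parental CHO cells · Reagent – ATP stimulus · Compound – single nominal dose of 5.6 µM per compound · Detection – Fluo-8 fluorescence · Read-out basis – percent inhibition of calcium signal · Controls – ATP-challenged DMSO wells low, unchallenged DMSO wells high · Repeats – no replicates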
# CHO-K1 Ca antag: counter-screen for M1 antagonists: effect in parental CHO-K1 cells; ATP-induced calcium, Fluo-8 fluorescence; inhibition, % at 3 µM; hit rate 0.6% among 360,000; AID 602250;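 active = inhibition above a per-plate cutoff, the plate's mean sample inhibition plus 3 SD, cut at about 24% in these data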;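 note: 0% = DMSO plus EC80 ATP and 100% = DMSO alone without ATP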
# Active calls of the source: *; nt = no result given; & = joins results of further samples.
structure	OXTR agonist	GPR7 antagonist	M1 PAM parental	CHO-K1 Ca antag	CHO parental Ca	V1aR counter	OXTR potentiator	M1 ag parental	TAAR1 antag
CC(C)(C)c1ccc(C(=O)CCCSC2=C(C#N)C(c3ccco3)C3=C(CCCC3=O)N2)cc1 (stereo not drawn)	-0.1	-13	-6	7	17	-0.2	-8	3.1	35
CC1CCN(C(=O)COC(=O)c2cc3ccccc3cc2O)CC1	1.1	8	13	-2	-21	2.6	-13	1.8	-10
CC(=O)[C@H]1[C@H](c2cccc(Cl)c2)C(C#N)(C#N)[C@@H]2c3ccccc3C=CN21	0.9	2	nt	nt	-7	1.1	-13	nt	nt
N#CC1=C(N)n2c(s/c(=C\c3ccco3)c2=O)=C(C#N)C1c1ccco1 (stereo not drawn)	1.8	-8	14	-5	-5	1.2	-3	1.6	4
COc1ccc(CC(=O)N2CCCC(CNC(=O)c3ccccc3Cl)C2)cc1 (stereo not drawn)	-0.3	3	14	-2	-7	1.0	-6	0.0	-5
CS(=O)(=O)Nc1ccc(C(=O)N2CCCC2)cc1	0.7	3	-6	2	-3	0.4	-2	0.4	7
CCCCOc1ccccc1C1C(C(=O)OC)=CN(CC)C=C1C(=O)OC	-2.4	3	5	-7	-32	-1.4	3	-0.4	-21
O=C(CCC(=O)Nc1ccccc1)NNC(=O)C(c1ccccc1)c1ccccc1	-2.3	-9	16	-1	-8	-0.4	2	0.4	-4
COc1cccc(/C=C2\SC(=S)N(C(Cc3ccccc3)C(=O)O)C2=O)c1 (stereo not drawn)	1.2	-4	0	7	-11	0.2	0	-0.1	16
CCc1ccc(NS(=O)(=O)c2ccc3[nH]c(=O)[nH]c3c2)cc1	0.2	11	14	-4	-5	1.6	3	0.5	-21
N#Cc1ccc(-c2cccc3nccn23)cc1	nt	nt	13	-12	nt	nt	nt	0.0	-22
NC(=O)CN1CCN(S(=O)(=O)c2ccc(Br)cc2)CC1	0.8	-6	12	-6	-4	-0.7	-7	0.0	-10
CN(C)c1cc(N/N=C/c2ccccc2C(F)(F)F)nc(N(C)C)n1	-0.3	-38	-1	-3	-22	-0.1	-6	-0.2	-2
CCN1CCN(Cc2ccc(C(=O)Nc3ccc(C)c(NCc4cnc(NC(=O)OC)cn4)c3)cc2C(F)(F)F)CC1	0.7	-8	-3&13	-1&-14	3	0.2	-2	-0.4&0.8	-12&-4
COc1ccc(C(=O)c2ccc([N+](=O)[O-])cc2)cc1S(=O)(=O)N1CCC(C(=O)O)CC1	0.5	-6	-21	23	-4	0.3	-2	0.2	-12
CN1C(=O)Cn2c1nc1ccccc12	0.5	-11	-1	3	1	0.0	-2	-0.1	-17
Cc1ccc(S(=O)(=O)N2CCC(C(=O)NCCc3ccccc3)CC2)cc1	-0.2	1	-1	-22	-8	0.1	-2	-0.3	11
O=[N+]([O-])c1cc(Cl)c2cccnc2c1O	19	-10	-1	6	-8	1.8	-7	0.3	7
CNS(=O)(=O)c1cccc(C(=O)OCC(=O)Nc2ccc(OC)cc2[N+](=O)[O-])c1	1.0	-2	12	-21	-12	0.9	-3	6.0	5
Cn1c(O)c(C(C#N)=C2N=c3ccccc3=N2)c2ccccc21	-0.1	-9	16	-9	-14	-0.9	-5	0.3	2
C=C1CC(COc2ccc3c(C)c(Cl)c(=O)oc3c2)(c2ccccc2)OC1=O (stereo not drawn)	nt	nt	8	-2	nt	nt	nt	0.3	7
CCc1ccc(C(=O)COC(=O)C2=NN(c3ccccc3)C(=O)CC2)cc1	-1.0	nt	-14	-15	-22	-0.6	3	1.2	-20
Cc1ccc(S(=O)(=O)NC(=O)NCc2ccco2)cc1	nt	nt	-19	-1	nt	nt	nt	-0.3	-17
Cc1ncc(CSc2nnnn2-c2ccccc2)c(N)n1	3.1	-10	21	1	2	1.1	4	6.1	-11
O=C(Nc1cccc(S(=O)(=O)NC2=NCCC2)c1)c1ccccc1OC(F)F	0.3	nt	22	-9	-9	0.5	-2	0.3	-6
O=C1C(c2ccncc2)=C(O)c2ccccc21	-0.1	-12	20	-11	6	-0.5	-7	0.5	4
O=C(NCCS(=O)(=O)NCCc1ccccc1)c1ccccc1	-1.6	nt	-15	-5	-13	0.0	3	0.2	-4
O=C(/C=C/c1ccc([N+](=O)[O-])cc1)c1cccs1	-0.3	-8	-1	-9	-10	-0.3	-8	-0.1	-22
O=C(N/N=C/c1cccc([N+](=O)[O-])c1)c1ccccc1-n1cccc1	0.0	5	7	4	-34	0.8	-2	1.3	-1
COC(=O)C1=NN(C(=O)c2cccc(Br)c2)C(O)(c2ccc(Cl)cc2)C1 (stereo not drawn)	8.8	-13	3	5	-12	9.6	-14	9.6	71*
CCC(NC(=O)c1ccccc1NC(=O)c1ccccc1)C(=O)OC (stereo not drawn)	1.6	-8	22	-12	-8	2.9	-5	4.5	8
COCCCNC(=O)CCc1nc(-c2ccccc2)no1	0.7	3	9	4	-19	0.5	-7	0.4	8
O=C(CSc1nnnn1C1CC2C=CC1C2)Nc1ccc(C(=O)O)cc1 (stereo not drawn)	-0.3	nt	-4	0	13	-0.3	-8	0.5	1
COC(=O)CNC(c1ccccc1)c1cc(Br)ccc1NC(C)=O (stereo not drawn)	3.2	14	25	-11	-13	2.1	-8	1.4	9
COc1cc(C(=O)Nc2ccc(-c3nnc(-c4ccco4)o3)cc2)cc(OC)c1OC	-0.9	1	22	-14	-11	0.3	-6	3.0	52*
Cc1c(NC(=O)c2cc(-n3cnnc3)ccc2Cl)cccc1-c1nc2ccccc2o1	-1.3	-11	4	-3	-31	1.3	-7	2.3	24
Cc1nn(C)cc1CN(C)C(=O)c1nn2c(c1Br)NC(c1cccs1)CC2C(F)(F)F (stereo not drawn)	-0.7	2	10	-2	-5	0.1	-6	3.0	-23
O=C(Cc1ccccc1)NCCS(=O)(=O)N1CCN(c2cccc(Cl)c2)CC1	2.1	nt	1	0	-19	3.7	0	3.9	-2
O=C(O)c1cc(S(=O)(=O)N2CCCCC2)ccc1N1CCOCC1	1.9	nt	11	-14	-3	0.4	7	0.2	-6
COc1cccc(N2CCN(C(=O)c3ccc4ccccc4c3)CC2)c1	nt	nt	-30	-1	nt	nt	nt	0.2	-7
Cc1ccc(NC(=O)CN2C(=O)NC(C)(c3ccccc3)C2=O)c(C)c1 (stereo not drawn)	1.8	7	-8	-3	-27	5.0	-12	0.1	-3
c1cc(-c2ccc(N3CCOCC3)cc2)n2cnnc2c1	nt	nt	9	1	nt	nt	nt	2.4	-25
CS(=O)(=O)c1ccc(C(=O)OC2CCOC2=O)cc1[N+](=O)[O-] (stereo not drawn)	0.2	-2	6	-9	-8	-0.4	-7	0.1	1
Cn1c(=O)[nH]c(=O)c2c1nc(Br)n2CC(O)COc1ccccc1 (stereo not drawn)	1.1	-15	3	-8	4	0.6	5	0.0	-15
C/C(=C\c1ccccc1)C(=O)c1c(C)cc(C)[nH]c1=O	0.7	-6	3	-9	-8	1.0	-7	0.3	0
Cc1cc(NC(=O)CCC(=O)N(CC(=O)NC2CCCC2)Cc2ccccc2Cl)no1	0.1	-8	-2	48*	-16	0.5	-2	-1.0	-15
C#CCOCCOCCOCCNc1nc(N2CCN(C(=O)[C@H]([C@@H](C)CC)n3cc([C@@H](N)CO)nn3)CC2)nc(N2CCN(C(=O)[C@H](CCCCN)n3cc([C@@H](N)C(C)CC)nn3)CC2)n1 (stereo partly drawn)	6.6	-18	-7	-7	8	0.7	-5	-0.2	5
COc1ccc(C)cc1NC(=O)CN1C(=O)COc2ccc(S(=O)(=O)N3CCCCCC3)cc21	-2.0	5	2	-5	-16	-0.5	-21	1.5	-12
COc1cccc(-c2cnc(C(O)c3ccc(F)cc3C)[nH]2)c1 (stereo not drawn)	nt	nt	-7	0	nt	nt	nt	0.6	-6
CCCCc1cn([C@@H](CCCCNC(=O)OC(C)(C)C)C(=O)N2CCN(C(=O)OC(C)(C)C)CC2)nn1	-1.9	-21	7	-4	-16	-0.7	3	0.7	17

# Next results
structure	OXTR agonist	GPR7 antagonist	M1 PAM parental	CHO-K1 Ca antag	CHO parental Ca	V1aR counter	OXTR potentiator	M1 ag parental	TAAR1 antag
COc1ccc(NC(=O)CN(C)C(=O)CN2C(=O)NC3(CCCCC3)C2=O)cc1	1.4	nt	-6	-4	-19	0.4	2	0.5	1
Cc1ccccc1NC(=S)N(CCN1CCCCCC1)Cc1cccs1	-1.5	-4	-14	5	-19	-0.7	-25	-0.1	-7
CCN(Cc1ccccc1)C(=O)c1ccc(SC)cc1OC	-2.9	6	3	-4	-22	-1.0	-4	0.1	-1
O=C(NCC1COc2ccccc2O1)C1(c2ccccc2)CCCC1 (stereo not drawn)	-2.2	4	4	-15	-26	-1.6	-14	1.1	3
COc1ccc(NC(=O)c2cc(-c3ccc(F)cc3OC(C)C)n[nH]2)c(OC)c1	nt	nt	6	0	nt	nt	nt	0.3	45
COc1ccc(C)cc1NC(=O)C(OC(=O)CNC(=O)c1cc(C)cc(C)c1)c1ccccc1 (stereo not drawn)	-1.2	-3	19	-10	-15	0.6	-12	-0.3	-3
O=C(c1ccccc1)[C@@H]1[C@@H]2C(=O)N(c3ccc(F)cc3)C(=O)[C@@H]2C2CCCN21 (stereo partly drawn)	1.1	-5	8	-8	-9	0.1	-6	1.3	-3
CCn1c(SCc2nc3ccccc3c(=O)[nH]2)nc2ccccc2c1=O	-1.1	2	7	-7	-36	-0.5	-13	2.7	31
COc1ccccc1-c1csc(-n2ncc(C#N)c2N)n1	-1.9	-2	-1	-3	-17	-0.9	-6	0.1	19
CCN1CCN(CC(=O)Nc2cc3c(cc2C(C)=O)OCO3)CC1	1.5	3	15	-16	-11	1.3	-9	0.1	8

# One compound at a time, as listed above. Order of screens: OXTR agonist | GPR7 antagonist | M1 PAM parental | CHO-K1 Ca antag | CHO parental Ca | V1aR counter | OXTR potentiator | M1 ag parental | TAAR1 antag
# `O=C(CCC(=O)Nc1ccccc1)NNC(=O)C(c1ccccc1)c1ccccc1` is listed with -2.3 | -9 | 16 | -1 | -8 | -0.4 | 2 | 0.4 | -4
# `N#CC1=C(N)n2c(s/c(=C\c3ccco3)c2=O)=C(C#N)C1c1ccco1` (stereo not drawn) is listed with 1.8 | -8 | 14 | -5 | -5 | 1.2 | -3 | 1.6 | 4

# The results go on.
structure	OXTR agonist	GPR7 antagonist	M1 PAM parental	CHO-K1 Ca antag	CHO parental Ca	V1aR counter	OXTR potentiator	M1 ag parental	TAAR1 antag
CCN(C(=O)COC(=O)c1cnc(C)cn1)C1CCS(=O)(=O)C1 (stereo not drawn)	0.3	nt	-17	7	-10	0.6	6	0.1	2
O=C1CS/C(=N\NC(=O)c2ccccc2)N1	-0.2	-2	2	15	-5	1.5	-10	0.5	-51
CCCOc1ccc2c3c(c(=O)oc2c1)CCCC3	-2.7	-13	-1	-1	-24	-1.2	2	-0.9	-9
Cc1[nH]c2ccccc2c(=O)c1CN(C)Cc1ccccc1	-0.7	-10	-4	10	1	0.1	-10	-0.4	6

# Assay outcomes: PubChem, The Scripps Research Institute Molecular Screening Center
